HCV inhibitor: blocks hepatitis C virus; Huh7.5.1 HCVcc-Cre infection, luciferase reporter, 44 h; Potency, µM (doses to about 41.8 µM), for inactives: top-dose activity change, negative = inhibition, most hits filed as inhibitors; hit rate 3.4% among 340,000; also: potency is read from the fitted curve at half-maximal effect
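HCVcc-Cre virus at an moi near 0.5 was added right after compound to cells cultured 4 h from seeding (1,000 cells/well). Luciferase activity was determined 44 h later, 15 min after substrate addition at RT.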
Sm TGR inh: inhibitors of Schistosoma mansoni thioredoxin glutathione reductase; Potency, µM (highest dose often 114 µM), for the others: at the highest dose activity change, negative = inhibition, actives largely listed as inhibitors; hit rate 3% among 360,000; Q962Y6; purified TGR, DTNB reduction, TNB absorbance 405 nm; also: potency is read from the fitted curve at half-maximal effect; nearly all actives have a fitted effect of over 60% in size
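TGR 20 nM + NADPH 100 uM (dispensed conc.), cpd preinc 15 min RT; start with NADPH (500 uM addition) then DTNB (15 mM addition). Kinetic TNB absorbance, 405 nm filter. Four-parameter Hill fit across titration.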
AmpC inh detg: AmpC beta-lactamase inhibition with detergent present | P00811 | AmpC hydrolysis of nitrocefin, absorbance 480 nm, 0.01% Triton | Potency, µM (titrated, usually from 114 µM), inactives show at the top dose activity change, negative = inhibition, usual class: inhibitors | hit rate 0.041% among 370,000;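 also: potency is read from the fitted curve at half-maximal effect; 0% = no-compound wells and -100% = no-enzyme wells; nearly all actives have a fitted effect of over 25% in size; some results filed as inactive show a strong effect at the top dose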
Target sequence (P00811 whole entry, looked up): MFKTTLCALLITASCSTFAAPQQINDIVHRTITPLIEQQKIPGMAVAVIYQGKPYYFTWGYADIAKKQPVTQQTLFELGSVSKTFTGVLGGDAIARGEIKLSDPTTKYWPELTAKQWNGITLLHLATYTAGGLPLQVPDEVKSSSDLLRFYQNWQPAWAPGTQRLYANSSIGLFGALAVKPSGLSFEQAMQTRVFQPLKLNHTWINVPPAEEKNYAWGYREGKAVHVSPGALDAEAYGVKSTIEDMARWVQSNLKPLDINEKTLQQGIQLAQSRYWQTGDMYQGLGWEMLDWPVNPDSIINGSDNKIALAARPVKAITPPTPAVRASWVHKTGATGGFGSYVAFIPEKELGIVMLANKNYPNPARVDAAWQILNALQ
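20 mM phosphate pH 7.0 + 0.01% (detergent screen) or 0.0001% Triton X-100; 5.3 nM AmpC reagent; cpd preinc 15 min RT; nitrocefin (800 uM stock) to start; A480 q20 s × 4 min; Activity was normalised to no-enzyme and no-compound control wells.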
HCMV inh: inhibitors of human cytomegalovirus; hit rate 4.5% among 410,000; activity change, negative = inhibition, % at 57.5 µM; AID 1259415; HFF cells, HCMV-luciferase reporter, 72 h; stronger effect = lower value; in the data active = activity change below about -60%; inconclusive = no clear call, values can overlap the other calls; inactive = above about -39%
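Two compound doses tested in HFFs infected with HCMV-luciferase, MOI 1 PFU/cell, 72 h at 37C. Lysate luminescence read with OneGlo; data normalized against buffer-only and 10uM Salinomycin inhibitor controls.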
FBPA Giardia inh: inhibitors of Giardia lamblia fructose-1,6-bisphosphate aldolase | A8B2U2 | purified Giardia FBPA | Potency, µM (titrated, usually from 59.6 µM), for the others: top-dose activity, negative = inhibition, hits mostly inhibitors | hit rate 0.71% among 290,000; also: potency is read from the fitted curve at half-maximal effect; nearly all actives have a fitted effect of over 55% in size
Target sequence (A8B2U2 whole entry, looked up): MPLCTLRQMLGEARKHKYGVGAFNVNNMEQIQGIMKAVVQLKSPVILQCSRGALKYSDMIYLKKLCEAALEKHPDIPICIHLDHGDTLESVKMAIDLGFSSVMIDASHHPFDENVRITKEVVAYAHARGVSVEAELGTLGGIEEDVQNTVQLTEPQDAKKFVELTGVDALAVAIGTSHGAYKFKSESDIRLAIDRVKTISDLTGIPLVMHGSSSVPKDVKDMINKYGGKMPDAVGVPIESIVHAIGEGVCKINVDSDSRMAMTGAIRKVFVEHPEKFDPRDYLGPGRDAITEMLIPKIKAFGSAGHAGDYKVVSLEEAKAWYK
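Giardia FBPA (40 nM reagent) was preincubated 10 min at RT with compound (up to 57.5 uM final), then substrate plus GAPDH/TPI/NAD/arsenate coupling system with diaphorase/resazurin was added; resorufin fluorescence (525/598 nm) was read after 20 min.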
AMA1 RON2 block: inhibitors of Plasmodium falciparum AMA1-RON2 interaction | AlphaScreen AMA1-biotinylated RON2 peptide binding | hit rate 0.2% among 360,000 | Potency, µM (doses to about 58.2 µM), for inactives: at the highest dose activity change, negative = inhibition, actives largely listed as inhibitors;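 also: potency is read from the fitted curve at half-maximal effect; 0% = vehicle wells and -100% = peptide control; nearly all actives have a fitted effect of over 45% in size; some results filed as inactive show a strong effect at the top dose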
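AMA1 (3D7) with his tag at 25 nM final met compounds first, then biotinylated RON2 peptide at 25 nM; detection used donor plus acceptor beads, 10 µg/mL apiece, read by AlphaScreen after 30 min at room temperature.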
An asterisk follows results filed as active; ? = inconclusive; nt = not tested or not shown; [ ] = another dose, or the depositor's remark. Unless noted, calls follow the shape of the dose curve; as a rule, active = well fitted curve in the direction sought with a large enough effect; inconclusive = small, poorly fitted or top-dose-only effect, or another doubt; inactive = no such curve, though single readings can be large; an effect the other way counts as inactive or inconclusive. Unless noted, % is scaled to controls: 0 for no effect and ±100 for the full control effect.

Screens in order – HCV inhibitor | Sm TGR inh | AmpC inh detg | HCMV inh | FBPA Giardia inh | AMA1 RON2 block
- C=CCS/C(N)=N\N=C\c1c(O)ccc2ccccc12
→ 22µM* | 12% | 2% | 53 | -15% | 93%[activator]
- CC(C)[C@@H](N)C(=O)N/N=C/c1ccc2nccnc2c1
→ 12% | 4% | -3% | 51 | -19% | 42%[activator]
- COc1cccc2cc(-c3cn4ccc(C)cc4n3)c(=O)oc12
→ 12% | nt | nt | 83 | nt | -4%
- CC(=O)Nc1cccc(C(=O)/C=C/c2ccc(N(C)C)cc2)c1
→ 7% | -10% | -6% | 30 | -13% | 18%
- O=C(Cc1ccc(Cl)cc1)Nc1ccc(Br)cn1
→ -17% | 0% | 1% | 33 | 4% | -4%
- O=C(NNC(=O)c1cc2ccccc2o1)c1ccc(Cl)cc1
→ 12% | 8% | -1% | 1 | 1% | 11%
- COCCN(CCOC)C(=O)C1CCCN(S(=O)(=O)c2ccc(NC(=O)OC)cc2)C1 (stereo unspecified)
→ 11% | -10% | -7% | -24 | 2% | 6%
- C/C(=N\Nc1ccc(S(N)(=O)=O)cc1[N+](=O)[O-])c1cccnc1
→ -6% | 1% | -3% | 20 | -2% | -4%
- COCCCNC(=O)c1ccccc1Sc1ccc(NC(C)=O)nc1
→ -13% | 3% | ? | -15 | -5% | 14%
- COc1cc(C(=O)Nc2ccccc2C(=O)NCc2cccnc2)cc(OC)c1OC
→ 4% | -2% | -3% | 10 | -13% | 4%
- Cc1ccc(CCNC(=O)c2sc3ncccc3c2-n2cccc2)cc1
→ nt | 0% | 17% | -8 | nt | nt
- O=c1c([N+](=O)[O-])c(O)c2ccccc2n1Cc1ccccc1
→ 14% | -12% | -6% | -16 | -14% | -3%
- COc1ccc(C(=O)CSc2ccc(-c3ccco3)nn2)cc1
→ -16% | 32µM* | -4% | -30 | -16% | 0%
- CC(=O)c1ccc(OCc2cc(C(=O)N(C)Cc3cc(C)no3)no2)cc1
→ -2% | -25% | 0% | 33 | nt | -13%
- O=C(c1cn(-c2ccccc2)nc1-c1cccc(Br)c1)N1CCOCC1
→ ? | nt | -2% | -63* | -15% | -18%
- O=Cc1c[nH]c2cccc(OCc3ccccc3)c12
→ ? | -5% | -7% | 1 | nt | -8%
- CCc1ccc(NC(=O)CN(Cc2ccccc2)S(=O)(=O)c2ccc3nc(C)sc3c2)cc1
→ nt | -1% | 15% | -17 | nt | nt
- Cn1c(=N)n(CC(O)c2cccs2)c2ccccc21 (stereo unspecified)
→ -6% | 9% | 7% | -10 | -6% | 4%
- COc1ccc(S(=O)(=O)NCC(c2ccc3c(c2)OCO3)N2CCN(c3ccccc3)CC2)cc1 (stereo unspecified)
→ 5% | 8% | 1% | -19 | nt | ?
- Cc1cccc(OCC(=O)N(Cc2ccc(C(C)(C)C)cc2)Cc2ccco2)c1
→ nt | 9% | 29% | -82* | nt | nt
- CSc1cccc(NC(=S)N(Cc2ccccc2)Cc2cccnc2)c1
→ -12% | -1% | 9% | -31 | -1% | -23%
- Cc1cc(C)c2nc(N3C(=O)C(O)=C(C(=O)c4ccco4)C3c3cccc(O)c3)sc2c1 (stereo unspecified)
→ ? | -17% | -1% | 0 | nt | 43%[activator]
- CCOC(=O)C1C(=O)CC(C)(O)C(C(=O)OCC)C1c1ccc2c(c1)OCO2 (stereo unspecified)
→ 22% | nt | nt | 46 | nt | 12%
- Cc1c(Cc2ccc3c(c2)OCO3)sc(NC(=O)c2cccc3ccccc23)c1C(N)=O
→ ? | -14% | -6% | ? | -5% | -16%
- Cc1cccc(N2CCN(C(=O)c3ccc(CNc4c(N5CCC(C)CC5)c(=O)c4=O)cc3)CC2)c1C
→ 14% | -15% | ? | ? | -6% | -16%
- Cc1c(C(C)C)c(=O)n(-c2ccc(S(=O)(=O)NC3CC3)cc2)n1C
→ -4% | 9% | 2% | -12 | 2% | -3%
- CN(CC(=O)NC1CCCCCCC1)S(=O)(=O)c1cnc[nH]1
→ 22% | -7% | -1% | -34 | 1% | -7%
- O=C(COc1cccc(Cl)c1)N1CCN(CCc2ccncc2)CC1
→ nt | -27% | 12% | 0 | nt | nt
- COc1ccc(Cl)cc1NC(=O)Nc1ccccc1C(N)=O
→ -16% | 9% | 2% | -14 | -4% | -2%
- O=C(CSc1nc(-c2ccc(Cl)cc2)nc2c1Cc1ccccc1O2)N1CCCCC1
→ nt | 5% | 8% | 11 | nt | nt

2 compounds from above with just AMA1 RON2 block:
Structure | AMA1 RON2 block
COc1cccc2cc(-c3cn4ccc(C)cc4n3)c(=O)oc12 | -4%
CC(=O)Nc1cccc(C(=O)/C=C/c2ccc(N(C)C)cc2)c1 | 18%

Next results.
Screens in order – HCV inhibitor | Sm TGR inh | AmpC inh detg | HCMV inh | FBPA Giardia inh | AMA1 RON2 block
- Cc1cccc(OCCCn2c(=O)oc3ccc(C)cc32)c1
→ 3% | 23% | 4% | -80* | -6% | 54%[activator]
- Cc1ccc(Nc2nc3nonc3nc2Nc2cccc(C(F)(F)F)c2)cc1Cl
→ nt | 2% | -6% | -100* | nt | nt
- Cn1cc(Br)c(C(=O)Nc2ncc(Br)s2)n1
→ 3% | nt | -6% | 19 | 0% | -1%
- NS(=O)(=O)c1ccc(CCNC(=O)C(=O)NCC2OCCN2S(=O)(=O)c2cccs2)cc1 (stereo unspecified)
→ 2% | 2% | -2% | 1 | -1% | 3%
- CNC(=O)c1cccc(N2CCCC2=O)c1
→ 8% | 3% | -1% | 46 | 5% | -9%
- Cn1c(=O)c2[nH]c(N3CCCCC3)nc2n(C)c1=O
→ 7% | 18% | 3% | -3 | -6% | -8%
- COc1cccc(CNC(=O)Cn2nc(C)c3c(C)n(-c4ccc(C)cc4)nc3c2=O)c1OC
→ -10% | -13% | 0% | ? | -4% | -11%
- CC(=O)N1c2ccc(S(=O)(=O)N3CCC(C(=O)N4CCN(c5ccc(Cl)cc5)CC4)CC3)cc2CC1C (stereo unspecified)
→ 10µM* | 7% | 0% | -74* | nt | -13%
- CCc1nc(C)cn1S(=O)(=O)c1cc([N+](=O)[O-])ccc1Cl
→ 9% | ? | 0% | -99* | -8% | 1%
- CN(CCOC(=O)c1cccc(F)c1)Cc1ccccc1
→ 23% | ? | ? | -11 | -5% | -2%
- Cc1ccc(SCC(=O)N2CCN(S(=O)(=O)c3cccs3)CC2)cc1
→ -30% | nt | nt | 8 | nt | -14%
- Cc1c(NC(=O)OCc2ccccc2)c(=O)n(-c2ccccc2)n1C
→ 22% | 14% | ? | -15 | 0% | -5%
- CC(Cl)C(=O)Nc1ncc(C(F)(F)F)cc1Cl (stereo unspecified)
→ 4% | -19% | -22% | -8 | -3% | 0%
- O=C(Cc1ccc(F)cc1)NCCc1csc(-c2cccc(F)c2)n1
→ nt | -1% | 15% | -23 | nt | nt
- CC(SC1=NCCN1S(=O)(=O)c1ccccc1)c1ccccc1 (stereo unspecified)
→ ? | -27% | 5% | 6 | nt | 4%
- COc1ccc(C2c3c(ccc4ccccc34)Oc3ncn4nc(-c5ccco5)nc4c32)cc1OC (stereo unspecified)
→ 3% | -11% | ? | 38 | 1% | 26%
- O=C(CS(=O)(=O)Cc1ccccc1)NCc1ccccc1Cl
→ 12% | 1% | 0% | -20 | nt | 3%
- O=C(CCS(=O)(=O)c1cc(Br)cc2c1N(C(=O)C1CC1)CC2)N1CCN(c2cccc(Cl)c2)CC1
→ nt | -8% | 7% | 5 | nt | nt
- COCCNC(=O)COc1ccc(Oc2ccccc2)cc1
→ 12% | 3% | -6% | 48 | 2% | 3%
- CCCOc1ccc(C(CC(=O)O)NC(=O)c2cccs2)cc1 (stereo unspecified)
→ 8% | 0% | 2% | 31 | 8% | 6%
- CCOC(=O)C1C(c2ccc(O)c(OCC)c2)NC(=S)NC1(O)C(F)(F)F (stereo unspecified)
→ 8% | -2% | 3% | 13 | -13% | 24%
- O=C1CC2(CCCC2)Oc2ccc(Cl)cc21
→ 34%[activator] | nt | nt | -6 | nt | -4%
- CCN1CCN(C(=O)c2cnn(-c3ccc(F)cc3)c2-n2cccc2)CC1
→ nt | 8% | 20% | 13 | nt | nt
- COc1cccc(/C=C2/SC(=S)N(CCCC(=O)Nc3ccc(O)cc3)C2=O)c1
→ ? | 5% | 7% | -99* | nt | -12%
- O=C(CSC1CC(=O)N(c2ccc(C(=O)O)cc2)C1=O)Nc1ccc2ccccc2c1 (stereo unspecified)
→ 9% | -35% | -5% | -32 | -4% | 14%
- O=C(NC1CCCC1)c1ccc(COc2ccccc2Br)o1
→ 13µM* | -29% | 4% | 38 | nt | 0%
- Cc1ccc(C)c(NC(CC(=O)c2ccccc2)C(=O)OCC(=O)c2cccs2)c1 (stereo unspecified)
→ 21% | 13µM* | 0% | -1 | 2% | -15%
- CCC1CCCCN1Cc1c(O)ccc2c(=O)c(-c3ccccc3OC)coc12 (stereo unspecified)
→ -3% | nt | nt | 0 | nt | -2%
- CC(C(=O)Nc1ccc2c(c1)OCCO2)N1Cc2ccccc2C1=O (stereo unspecified)
→ 4% | -16% | -3% | ? | nt | 2%
- Cc1ccc(C)c(CSc2ccc3nnc(CCNS(=O)(=O)c4ccccc4)n3n2)c1
→ nt | 1% | -2% | 6 | nt | nt

Following part
Screens in order – HCV inhibitor | Sm TGR inh | AmpC inh detg | HCMV inh | FBPA Giardia inh | AMA1 RON2 block
- C[C@H]1CC2C3CC=C4C[C@@H](O)CC[C@]4(C)C3CC[C@]2(C)[C@H]1O (stereo partly specified)
→ 20% | nt | nt | -25 | nt | -3%
- COc1cccc(-c2cc(C(=O)O)[nH]n2)c1
→ 5% | -13% | -2% | -10 | -5% | 6%
- COc1ccccc1-c1cc(C(=O)Nc2c(C)n(C)n(-c3ccccc3)c2=O)no1
→ -7% | 3% | ? | ? | 12% | -5%
- Cc1nc(-n2nc(C)c(Cc3ccccc3Cl)c2C)sc1C(=O)N1CCC(C)CC1
→ nt | 8% | 23% | 4 | nt | nt
- O=C(C=Cc1cccc(O)c1)c1ccccc1O
→ 3% | nt | nt | 93 | nt | 21%
- O=S(=O)(c1cccc(-c2n[nH]c(=S)n2-c2ccccc2Cl)c1)N1CCOCC1
→ 5% | nt | nt | 2 | nt | 53%[activator]
- CC1CC2(C)Oc3ccccc3C3OCC1(CO)C(C)C32 (stereo unspecified)
→ -8% | -7% | -5% | -25 | 7% | 0%

Looked up by structure from above (2):
Screens in order – HCV inhibitor | Sm TGR inh | AmpC inh detg | HCMV inh | FBPA Giardia inh | AMA1 RON2 block
- O=C(C=Cc1cccc(O)c1)c1ccccc1O
→ 3% | nt | nt | 93 | nt | 21%
- COc1ccccc1-c1cc(C(=O)Nc2c(C)n(C)n(-c3ccccc3)c2=O)no1
→ -7% | 3% | ? | ? | 12% | -5%

2 of the compounds above, as labelled records:
O=C(C=Cc1cccc(O)c1)c1ccccc1O
  HCV inhibitor: 3%
  Sm TGR inh: nt
  AmpC inh detg: nt
  HCMV inh: 93
  FBPA Giardia inh: nt
  AMA1 RON2 block: 21%
O=S(=O)(c1cccc(-c2n[nH]c(=S)n2-c2ccccc2Cl)c1)N1CCOCC1
  HCV inhibitor: 5%
  Sm TGR inh: nt
  AmpC inh detg: nt
  HCMV inh: 2
  FBPA Giardia inh: nt
  AMA1 RON2 block: 53%[activator]

From PubChem BioAssay
